High-throughput results: PubChem, several laboratories
KCNK3 inh = human KCNK3 channel inhibitors, primary screen, CHO cells, FluxOR thallium flux, B-score. FluxOR fluorescence; stronger effect = lower value. B-score at 10 µM. actives 0.84% (n = 340,000). AID 602410, 2012;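 active = B-score under library mean minus 4 SD, starting fluorescence ratio at most library mean plus 5 SD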;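 also: more negative B-score means stronger inhibition of thallium flux through KCNK3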
GSK3beta inhib = human GSK3beta kinase inhibitors, primary screen, biochemical, cell-free homogeneous, HTS | Glycogen synthase kinase-3 beta (Homo sapiens), P49841 | actives 0.038% (n = 300,000) | activity score (negative = inhibition), % at 10 µM | GST-GSK3beta kinase, ADP-Glo luminescence, 60 min; stronger effect = lower value;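 active = more than half of replicate wells score below -50%, meaning over 50% inhibition versus plate controls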;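 also: 0% = median DMSO wells and -100% = median GW8510 positive control wells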
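Test system – GST-tagged human GSK3beta kinase, cell-free · Incubation – 60 min enzyme reaction, room temperature · Signal – ADP-Glo luminescence · Also added – peptide substrate and ATP at 25 µM · Controls – DMSO neutral wells and GW8510 at 20 µM as positive · Buffer or medium – Tris/MgCl2 kinase buffer · Measure – Luminescence-derived activity versus plate DMSO and GW8510 wells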
RGS4 block = RGS4 inhibitors, primary screen, cell-based, HEK293 M3R inducible RGS4, calcium flux; Fluo-4 calcium flux; stronger effect = higher value; triggered by carbachol at its EC20; B-score at 10 µM; actives 0.45% (n = 310,000);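 active = B-score, a plate-corrected calcium signal, over three deviations above library mean, with baseline fluorescence within five deviations of library mean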;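 also: RGS4 expression induced by doxycycline in cells with stable M3 receptor; B-score is computed from the integrated fluorescence ratio over baseline after carbachol; higher B-score means a larger calcium signal and so more RGS4 inhibition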
KCNQ1 inh = inhibitors of human KCNQ1 channel, primary screen, cell-based, thallium flux, high-throughput; Potassium voltage-gated channel subfamily KQT member 1 (Homo sapiens), P51787; CHO-K1 KCNQ1, FluxOR thallium flux fluorescence; stronger effect = higher value; B-score at 10 µM; actives 1.3% (n = 310,000);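 active = compounds whose thallium flux B-score, printed positive for inhibition, exceeds three library SD while starting fluorescence stays within three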;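 also: channel opened by potassium depolarization with thallium stimulus after 20 min compound exposure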
GSK3A inh = blockers of GSK3A enzyme activity – biochemical, luminescence, cell-free homogeneous, HTS, primary screen. inhibition, % at 10 µM. actives 0.1% (n = 320,000). GSK-3 alpha kinase, ADP-Glo luminescence, 60 min. Glycogen synthase kinase-3 alpha (Homo sapiens), P49840. AID 2650, 2010;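 in the data active = inhibition above about 50%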;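 also: GST-tagged GSK-3 alpha with peptide substrate and 25 µM ATP; 0% = DMSO neutral wells and 100% = GW8510 positive control wells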
KCNQ1 pot = potentiators or activators of KCNQ1 channel, primary screen, cell-based, thallium flux, high-throughput | Potassium voltage-gated channel subfamily KQT member 1 (Homo sapiens), P51787 | CHO-K1 KCNQ1, thallium flux FluxOR fluorescence; stronger effect = higher value | B-score at 10 µM | actives 0.35% (n = 310,000) | AID 2648, 2010;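 active = fluorescence ratio B-score, a plate-corrected score, at least three library SD, with initial intensity B-score within 5 SD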
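Assay system: CHO-K1 cells stably expressing KCNQ1. Medium: assay buffer for compound exposure, DMSO matched across wells. Timing: 37 °C overnight plating, 90-min dark dye load, 20-min compound pretreatment. Signal: kinetic FluxOR fluorescence, 10 s baseline plus 110 s post-stimulus.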
hERG rescue = hERG rescue from dofetilide block, primary screen, cell-based, CHO-hERG, FluxOR thallium flux, dofetilide IC70 | Voltage-gated inwardly rectifying potassium channel KCNH2 (Homo sapiens), Q12809 | dofetilide IC70 present | activation (rescue from dofetilide block), less the hit threshold, % at 10 µM | actives 0.51% (n = 310,000) | AID 1511, 2009;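 active = activation above the mean of controls blocked by dofetilide plus 5 SD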;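 also: thallium influx through hERG after potassium depolarization seen as dye fluorescence rise; in these data hits start at about 4.7%; inactives centre near -7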
Target sequence (Q12809 whole entry, looked up): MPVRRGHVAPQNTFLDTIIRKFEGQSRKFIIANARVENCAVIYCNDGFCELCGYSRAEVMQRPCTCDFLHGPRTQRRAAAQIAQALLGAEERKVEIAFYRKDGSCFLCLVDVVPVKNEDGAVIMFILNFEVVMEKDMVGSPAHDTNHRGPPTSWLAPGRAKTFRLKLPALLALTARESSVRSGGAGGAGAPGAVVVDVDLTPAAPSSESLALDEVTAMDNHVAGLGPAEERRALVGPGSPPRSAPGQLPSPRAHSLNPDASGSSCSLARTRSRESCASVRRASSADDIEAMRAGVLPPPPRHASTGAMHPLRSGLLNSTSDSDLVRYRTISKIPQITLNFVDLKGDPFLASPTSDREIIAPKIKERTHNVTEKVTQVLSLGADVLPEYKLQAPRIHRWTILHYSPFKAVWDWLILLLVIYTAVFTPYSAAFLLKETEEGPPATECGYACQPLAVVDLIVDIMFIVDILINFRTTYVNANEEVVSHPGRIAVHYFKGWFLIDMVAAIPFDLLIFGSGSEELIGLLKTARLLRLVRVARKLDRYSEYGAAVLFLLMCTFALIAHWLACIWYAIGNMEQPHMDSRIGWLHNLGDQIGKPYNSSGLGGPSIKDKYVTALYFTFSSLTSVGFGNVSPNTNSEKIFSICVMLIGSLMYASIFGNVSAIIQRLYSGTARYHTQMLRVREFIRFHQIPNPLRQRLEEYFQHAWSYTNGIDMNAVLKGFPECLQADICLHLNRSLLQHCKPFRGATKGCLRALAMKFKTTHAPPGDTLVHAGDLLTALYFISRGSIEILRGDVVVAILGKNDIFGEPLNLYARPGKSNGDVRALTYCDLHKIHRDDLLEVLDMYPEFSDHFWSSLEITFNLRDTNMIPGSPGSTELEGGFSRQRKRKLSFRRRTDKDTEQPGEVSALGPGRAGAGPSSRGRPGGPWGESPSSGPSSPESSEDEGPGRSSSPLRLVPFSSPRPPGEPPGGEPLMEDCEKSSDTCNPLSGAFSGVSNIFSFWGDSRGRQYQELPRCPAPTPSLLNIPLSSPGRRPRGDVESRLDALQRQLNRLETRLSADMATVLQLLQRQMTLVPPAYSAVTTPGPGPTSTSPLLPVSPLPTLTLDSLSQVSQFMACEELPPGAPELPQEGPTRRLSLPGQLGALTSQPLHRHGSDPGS
Dyrk1A ADPGlo = rat Dyrk1A kinase inhibitors, primary screen, biochemical, single point, plate reader | ADP-Glo luminescence, NFATc1 peptide | inhibition, % at 12.5 µM | actives 0.43% (n = 310,000); in the data active = inhibition above about 50%;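 also: plate controls were vehicle with enzyme for no effect and no enzyme for full effect; many of its hits are not listed in these tables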
KCNK9 block = KCNK9 potassium channel inhibitors, primary screen, HEK293 cells, thallium flux; B-score at 10 µM; actives 1.2% (n = 310,000); Potassium channel subfamily K member 9 (Homo sapiens), Q9NPC2; FluxOR thallium flux fluorescence; stronger effect = lower value;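 active = ratio B-score over 3 SD below the library mean, with starting fluorescence within 5 SD of its mean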;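 also: negative B-score means less thallium flux so channel inhibition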
PolyA inhibitor = polyadenylation inhibitors in yeast reporter cells, primary screen, luminescence, S. cerevisiae; S. cerevisiae SKY197-pL101 polyadenylation reporter, beta-gal luminescence; efflux-impaired pdr1/pdr3 knockout yeast; score 100 = 6 SD above DMSO; calls only at 12 µM; actives 0.02% (n = 300,000); AID 1875, 2009;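 active = lowest replicate activity score at least 50, where 100 means six control SD above control mean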;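 also: yeast exposed to compound for 9 h at 30 °C; higher score means more reporter readthrough which indicates perturbed polyadenylation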
RGS4 pot = RGS4 potentiators or activators, primary screen, cell-based, HEK293 M3R inducible RGS4, calcium flux. AID 463111, 2010. actives 0.92% (n = 310,000). B-score at 10 µM. carbachol calcium flux Fluo4; stronger effect = lower value;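 active = B-score of the integrated calcium signal more than 4 SD below the library mean, with starting fluorescence not abnormally high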;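 also: negative B-score means reduced calcium response which marks RGS4 activation or potentiation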
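test system = M3R-expressing HEK293 line, RGS4 induced by doxycycline | probe or stimulus = carbachol at ECmax as muscarinic agonist stimulus | timing = dye loading 30 min 37 °C, buffer rest 30 min RT | signal = calcium dye Fluo4 fluorescence | evaluation = B score from integrated fluorescence ratio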
* marks the source's active call; other numbers are inactive results; i = inactive; . = not tested or not shown. This is a subset. The share of hits here may be higher or lower than overall.

SMILES	KCNK3 inh	GSK3beta inhib	RGS4 block	KCNQ1 inh	GSK3A inh	KCNQ1 pot	hERG rescue	Dyrk1A ADPGlo	KCNK9 block	PolyA inhibitor	RGS4 pot
CC(C)n1nc(C(=O)Oc2ccc(Cl)cc2)c2ccccc2c1=O	i	1	i	i	1	i	-1	0	i	i	i
COc1nnc(-c2ccc(C)cc2)c2ccccc12	i	1	i	i	2	i	-5	5	i	i	i
CC1CCCN(C(=O)COC(=O)c2ccc(=O)n(Cc3ccccc3)n2)C1 (stereo not given)	i	3	i	i	-3	i	-13	-2	i	i	i
O=C(CCNS(=O)(=O)c1ccc(Br)s1)N1CCCCC1	i	-2	i	i	-2	i	-3	0	i	i	i
CCN(CC)C(=O)CCc1nnc(Cc2cccc(C(F)(F)F)c2)o1	i	-4	i	i	-2	i	-10	1	i	i	i
CN1/C(=C\C(=O)c2cncc(Br)c2)C(C)(C)c2ccccc21	i	-3	i	i	1	i	-27	5	i	i	i
CCOC(=O)C1CCCN(C(=O)Cc2ccc(Cl)cc2)C1 (stereo not given)	i	3	i	i	0	i	-6	1	i	i	i
Cc1ccc(/C(O)=C2/C(=O)C(=O)N(Cc3cccnc3)C2c2ccccn2)cc1 (stereo not given)	i	.	i	i	-1	i	-4	5	i	i	i
c1ccc(-c2noc(-c3cccnc3)n2)cc1	i	-1	i	i	-7	i	-1	-3	i	.	i
O=C(c1ncc[nH]1)c1cccs1	i	-2	i	i	0	i	1	.	i	i	i
COc1ccc(N2CCN(C(=O)CSc3ncccc3-c3nc4ccccc4[nH]3)CC2)cc1	i	-2	i	i	2	i	-17	-1	i	i	i
S=C(NCCc1ccccn1)Nc1ccc(Cl)cc1Cl	i	-1	i	i	-2	i	-12	10	i	i	i
CCCC(C(=O)NC1CCCC1)N(C(=O)Cn1nnc(-c2ccc(C)o2)n1)c1cccc(O)c1 (stereo not given)	i	-4	i	i	.	i	-6	-1	i	i	i
Cc1ccc(N2CCN(S(=O)(=O)N3CCOCC3)CC2)cc1C	i	-1	i	i	0	i	-6	1	i	i	i
Nc1nc(SCCOc2ccccc2)n[nH]1	i	-2	i	i	-3	i	-4	-1	i	i	i
CSCCC(NC(=O)c1ccccc1)C(=O)NNC(=O)c1csc(N2CCOCC2)n1 (stereo not given)	i	0	i	i	3	i	-9	2	i	i	i
CC(C)C(=O)NC(c1cccs1)c1cc([N+](=O)[O-])c2cccnc2c1O (stereo not given)	i	2	i	i	-1	i	-1	-6	i	i	i
Cc1nnc(SCC(=O)N2CCN(S(=O)(=O)c3ccc(Cl)cc3)CC2)n(N)c1=O	i	5	i	i	2	i	-1	-4	i	i	i
CC(=O)NCCc1ccc(S(=O)(=O)N2CCCC2)cc1	i	3	i	i	-2	i	-5	-2	i	i	i
COc1ccc(-n2nc(C(=O)NCC(=O)N3CCCCC3)c3ccccc3c2=O)c(OC)c1	i	-4	i	i	-1	i	-6	3	i	i	i
COc1cc(COCC(O)CN2CCN(CCN3C(=O)c4cccc5cccc(c45)C3=O)CC2)cc(OC)c1OC (stereo not given)	i	2	i	i	1	i	-8	7	i	i	i
O=C1C2C3CCCC3=C3CCCC3C2C(=O)N1c1ccc(Cl)cc1 (stereo not given)	i	-2	i	i	0	i	-2	1	i	i	i
COC(=O)C1=NN(C(C)=O)C2(CC(=O)N(c3cc(C)cc(C)c3)C2=O)C1 (stereo not given)	i	0	i	i	0	i	-4	0	i	i	i
CCN(C(=O)CCc1nnc2ccc(NCc3ccco3)nn12)c1ccccc1	i	1	i	i	-7	i	-8	-4	i	i	i
COc1ccccc1N1CCN(C2CCCCC2NS(=O)(=O)c2ccccc2)CC1 (stereo not given)	i	-2	i	i	3	i	-5	6	i	i	i
More structures.
SMILES	KCNK3 inh	GSK3beta inhib	RGS4 block	KCNQ1 inh	GSK3A inh	KCNQ1 pot	hERG rescue	Dyrk1A ADPGlo	KCNK9 block	PolyA inhibitor	RGS4 pot
CC1(C)Cc2c(cnn2-c2ccc(F)cc2)C(NC(=O)CCc2ccncc2)C1 (stereo not given)	i	4	i	i	.	i	-12	-6	i	i	i
COc1cccc(C2NC(=O)NC(C)=C2C(=O)OCC2CCCO2)c1 (stereo not given)	i	-3	i	i	-2	i	-10	.	i	i	i
CCOc1ccc(NC(=S)N2CCC(c3nc4ccccc4[nH]3)CC2)cc1	i	-8	i	i	-2	i	-18	-2	i	i	i
Cc1ccc(/C=N/Nc2nc(N3CCOCC3)nc(N3CCOCC3)n2)o1	i	0	i	i	-1	i	-15	1	i	i	i
CC1(C)Cc2c(sc(NC(=O)c3ccc4ncsc4c3)c2C(N)=O)C(C)(C)N1	i	7	i	i	4	i	-7	2	i	i	i
O=C(CSc1nnc(CNC(=O)c2c(F)cccc2F)o1)Nc1ccc2c(c1)OCCO2	i	0	i	i	2	i	-4	3	i	i	i
COCC(C)n1c(C)cc(C(=O)Cn2c(=O)oc3ccccc32)c1C (stereo not given)	i	-1	i	i	-4	i	-4	3	i	i	i
COc1ccc(NC(=O)CSc2nc(=O)n(CCN3CCOCC3)c3c2CCC3)c(OC)c1	i	3	i	i	-1	i	-8	-2	i	i	i
COc1ccc(S(=O)(=O)NC2CCCCCC2)cc1C(N)=O	i	2	i	i	0	i	-7	-4	i	i	i
Cc1c(C(=O)N2CCCCC2)sc(N)c1C#N	i	3	i	i	.	i	-3	11	i	i	i
CSc1nc(-c2ccccc2)ccc1C(N)=O	i	1	i	i	-1	i	-4	-15	i	i	i
COc1ccc(CNCc2ccco2)cc1OCc1ccccc1	i	-4	i	i	1	i	1	-1	i	i	i
Cc1cc(=O)oc2cc(OCC3CC(c4ccc(N(C)C)cc4)=NO3)ccc12 (stereo not given)	i	4	i	i	-3	i	-9	-2	i	i	i
CC1Cc2ccccc2N1C(=O)COC(=O)c1ccc(Cl)nc1 (stereo not given)	i	-3	i	i	-2	i	-8	-10	i	i	i
Cc1ccsc1/C=N/Nc1ccc(Cl)nn1	i	4	i	i	-2	i	-10	13	i	i	i
Cn1c(=O)n(C)c2cc(NS(=O)(=O)c3ccccc3)ccc21	i	2	i	i	-1	i	-6	-21	i	i	i
N#CCC(=O)NN=C1CCCCCCCCCCC1	i	1	i	i	-1	i	-2	11	i	i	i
O=C(NN=C1c2ccccc2-c2ccccc21)c1ccccc1Br	i	-4	i	i	-4	i	-12	6	i	i	i
CC(C)C[C@H](NC(=O)C1CC(=O)N(c2ccc3c(c2)OCCO3)C1)C(=O)NC1CCCC1 (stereo not given in full)	i	0	i	i	1	i	-4	2	i	i	i
CCC(=O)N1CCc2cc(Br)cc(S(=O)(=O)Nc3c(C)n(C)n(-c4ccccc4)c3=O)c21	.	-6	i	i	-2	i	-6	.	i	i	i
O=C(CSc1nnc(NC(=O)c2ccco2)s1)Nc1ccccc1Br	i	-3	i	i	-26	i	-6	-8	i	i	i
CCCC(=O)C1=C(c2ccccc2)C(C#N)(C#N)C(C#N)=C1N	i	2	i	i	4	i	-6	4	i	i	i
Cc1ccc2nc(-c3ccccc3)cc(C(=O)NCCCn3ccnc3)c2c1	i	0	i	i	-3	i	-12	-2	i	i	i
CCc1nnc(N/N=C/c2c(Cl)cccc2Cl)n1N	i	-1	i	i	-3	i	-10	1	i	i	i
CC1CN(C2CCN(S(=O)(=O)c3ccc(F)cc3)CC2)CC(C)O1 (stereo not given)	i	2	i	i	-2	i	-5	2	i	i	i
Further compounds follow:
SMILES	KCNK3 inh	GSK3beta inhib	RGS4 block	KCNQ1 inh	GSK3A inh	KCNQ1 pot	hERG rescue	Dyrk1A ADPGlo	KCNK9 block	PolyA inhibitor	RGS4 pot
CC1(NC(=O)Nc2cccc3ccccc23)CCS(=O)(=O)C1 (stereo not given)	i	-3	i	i	0	i	-5	8	i	i	i
CCC(C)(C)n1nnnc1C(c1ccccn1)N1CCN(c2cccc(OC)c2)CC1 (stereo not given)	i	0	i	i	-1	i	-7	-4	i	i	i
CCCn1c(=N)n(CC(=O)c2ccc(Cl)c(Cl)c2)c2ccccc21	i	2	i	i	-2	i	-9	5	-7.8*	i	i
COCCNC(=S)N1CCN(S(=O)(=O)c2ccc(Cl)s2)CC1	i	6	i	i	-1	i	-12	-3	i	i	i
FC(F)(F)c1ccc(N=Cc2sc(N3CCOCC3)nc2-c2ccccc2)cc1	i	0	5.5*	i	-3	i	0	10	i	i	i
O=C(N1CCN(Cc2ccccc2)CC1)C(Cl)(Cl)Cl	i	0	i	i	-3	i	-8	-2	i	i	i

One compound at a time (already shown).
COCCNC(=S)N1CCN(S(=O)(=O)c2ccc(Cl)s2)CC1 as listed: KCNK3 inh: i; GSK3beta inhib: 6; RGS4 block: i; KCNQ1 inh: i; GSK3A inh: -1; KCNQ1 pot: i; hERG rescue: -12; Dyrk1A ADPGlo: -3; KCNK9 block: i; PolyA inhibitor: i; RGS4 pot: i
CC1(NC(=O)Nc2cccc3ccccc23)CCS(=O)(=O)C1 (stereo not given) as listed: KCNK3 inh: i; GSK3beta inhib: -3; RGS4 block: i; KCNQ1 inh: i; GSK3A inh: 0; KCNQ1 pot: i; hERG rescue: -5; Dyrk1A ADPGlo: 8; KCNK9 block: i; PolyA inhibitor: i; RGS4 pot: i

Records above printed as active in KCNK9 block:
compound,KCNK3 inh,GSK3beta inhib,RGS4 block,KCNQ1 inh,GSK3A inh,KCNQ1 pot,Dyrk1A ADPGlo,KCNK9 block,PolyA inhibitor
CCCn1c(=N)n(CC(=O)c2ccc(Cl)c(Cl)c2)c2ccccc21,i,2,i,i,-2,i,5,-7.8*,i
